Lipid droplet – hepatic lipid droplet formation modulation | AML12 mouse hepatocytes, oleate lipid droplets, BODIPY imaging | inhibition, % at 6.5 µM | 240,000 compounds, 0.4% hits | AID 1656;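 active = lipid droplet intensity inhibited by at least 50%, with more than 500 cells counted; inconclusive = wells with under 300 cells, treated as cytotoxic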
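Technique: fluorescence imaging, 20x objective, two fields per well / Assay system: AML12 hepatocytes (mouse) / Measure: % inhibition of lipid droplet signal / Doses: 6.5 µM single-point dosing / Incubation: overnight exposure / Reagent: 100 µM oleic acid challenge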
Insulin prom up – MIN6 insulin promoter up-regulation; MIN6 insulin promoter-GFP reporter, high-content imaging; stronger effect = higher value; z-score at 5 µM; 190,000 compounds, 0.3% hits;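 active = z-score above 3 at 5 µM with at least 500 cells counted in the well; inconclusive = wells under 500 cells, flagged as cytotoxic or low count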
PMI inhibitors – MPI enzyme activity inhibition – biochemical, fluorescence intensity, coupled assay, primary screen (AID 1209) | purified PMI enzyme, coupled fluorescence intensity; higher % means a stronger effect | one-dose inhibition, % at 20 µM; IC50 in µM for titrated hits | 190,000 compounds, 0.42% hits; in the data active = inhibition above about 50%;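 also: plate controls were DMSO vehicle for no effect and wells lacking substrate for full effect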
TNAP activation fold – stimulation of alkaline phosphatase TNAP activity – biochemical, luminescent, no phosphate acceptor, uHTS, primary screen (AID 1001); purified TNAP, luminescent activation assay, no phosphate acceptor; higher activation fold means a stronger effect; activation fold at 20 µM, or EC50 in µM where a hit was titrated; 200,000 compounds, 0.03% hits; in the data active = activation fold from about 3, or a potency from the dose series; inactive = the rest, 99 in 100 with activation fold below about 1.6; also: many of its hits are not listed in these tables
b-catenin transl – beta-catenin nuclear translocation modulation | HeLa beta-catenin nuclear translocation, immunofluorescence imaging | nuclear translocation activity, % at 5 µM | 190,000 compounds, 0.3% hits | AID 1665;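 active = nuclear translocation activity above 50% at 5 µM, with a well cell count of 50 or more; inconclusive = wells under 50 cells across six images, flagged as toxic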;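 also: per-cell ratio of nuclear to cytoplasmic median beta-catenin stain intensity; plate controls were DMSO negative control for no effect and GSK-3 inhibitor IX positive control for full effect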
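System: HeLa cells, endogenous beta-catenin; compound dosing: 5 µM primary single dose, 0.1% DMSO, 0.02–20 µM confirmation series; incubation: 24 h compound exposure at 37°C, 5% CO2; signal: beta-catenin immunofluorescence imaging with DAPI; evaluation: % activation, nuclear-to-cytoplasmic median beta-catenin signal ratio per cell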
MT stabilizer – microtubule stabilizers in HeLa cells. % tubulin-high responders, % at 10 µM. 200,000 compounds, 0.83% hits. HeLa tubulin immunostaining HCS, 24 h; share of cells brighter than vehicle mean+2SD;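 active = plate Z-score above 3 for both tubulin-high and condensed-nucleus cell shares, with cell loss under 80%, at 10 µM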;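 also: anti alpha tubulin signal scored within the nucleus-defined area of each cell; some results filed as inactive read as strong as hits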
Dynein cargo inh – blocks dynein driven cargo transport along microtubules | AID 1381 | 220,000 compounds, 0.47% hits | z-score, hits read low | 3617.4 mouse cells, GR-EGFP nuclear translocation imaging; test concentration mostly 20 µM; stimulated with dexamethasone, 1 µM; stronger effect = lower value;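 active = plate z-score of nuclear minus cytoplasmic receptor signal below a set negative limit, without overly bright fluorescence or cell loss, cut at about -3.5 in these data, passing the limit was not always enough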;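 also: z-score of nuclear minus cytoplasmic ring GR-EGFP intensity difference per well; some compounds called inactive have numbers as strong as hits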
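Also added – dexamethasone, 1.0 µM final · Buffer or medium – tet-free, stripped-serum medium · Schedule – induction 48 h, compound 1 h, agonist 30 min · Detection – formaldehyde fixation, Hoechst nuclear stain, 10x automated fluorescence imaging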
T cell modulator – T cell immune modulation candidate; 330,000 compounds, 0.068% hits; calls only at 7 µM; 2C CD8+ T cell-vesicle binding, flow cytometry; stronger effect = lower value;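 active = response, share of CD8 T cells binding vesicles, and their 90th percentile fluorescence all below set limits, cut at about 80% in these data, passing the limit was not always enough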
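Incubation: binding step 1.5 h, 37 °C, antibody labelling 20 min, ice; system: murine 2C transgenic CD8+ T lymphocytes; technique: cytometric PE anti-B7-1 and Alexa647 anti-CD8 signals after 1% paraformaldehyde fixation; also added: QL9-charged Drosophila Ld/ICAM-1/B7-1 vesicles; control set: naked versus QL9-loaded vesicles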
Myeloid diff MLP – myeloid differentiation induction. 360,000 compounds, 1% hits. ER-HoxA9 myeloid progenitors, lysozyme-GFP differentiation, flow cytometry. calls only at 10 µM;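 active = normalized GFP-positive differentiation at or above the plate's own cutoff, the solvent-only control mean plus 3 SD; inconclusive = no clear call, values can overlap the other calls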;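 also: cells exposed to compound for four days before flow analysis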
Dynein cargo inh cytoplasmic EGFP – second read-out of Dynein cargo inh, no call of its own (marks repeat the call); z-score; measured here: cytoplasmic GR-EGFP intensity; stronger effect = higher value
Dynein cargo inh nuclear GR-EGFP – second read-out of Dynein cargo inh, no call of its own (marks repeat the call); z-score; measured here: nuclear GR-EGFP intensity;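 lower value marks the stronger effect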
Dynein cargo inh cell count – further read-out of Dynein cargo inh, marked with its call; z-score; measured here: cell count per field
Insulin prom up cell count – also measured in Insulin prom up; calls as there; cell count; measured here: cytotoxicity, nuclei count;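 total cells summed across four imaged fields per well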
Lipid droplet cells 6.5 µM – further read-out of Lipid droplet, marked with its call; cell count; measured here: cell count, cytotoxicity flag;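 cells counted across two imaged fields per well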
b-catenin transl cell count 5 µM – recorded beside b-catenin transl, whose call it bears; cell count; measured here: cell count, cytotoxicity flag
T cell modulator vesicle-bound % – further read-out of T cell modulator, marked with its call; double positive events, %; measured here: CD8+ vesicle-bound cell fraction;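 binding gate set so that unloaded-vesicle control wells show 10% double positive cells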
MT stabilizer Hoechst-high % – further read-out of MT stabilizer, marked with its call; % Hoechst-high responders; measured here: nuclear condensation Hoechst responders;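 share of cells brighter than vehicle mean plus two SD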
MT stabilizer cytotoxicity % – further read-out of MT stabilizer, marked with its call; toxicity, %; measured here: cytotoxicity by cell density;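 0% = mean cell density of plate MIN control wells and 100% = no cells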
Myeloid diff MLP GFP+ MAC1+ % – further read-out of Myeloid diff MLP, marked with its call; GFP+ MAC1+ double positive, %; measured here: differentiation confirmed by MAC1 staining
* = called active by the depositor; i = inactive; ? = inconclusive; / = no result given.

SMILES	Lipid droplet	Lipid droplet cells 6.5 µM	Insulin prom up	Insulin prom up cell count	PMI inhibitors	TNAP activation fold	b-catenin transl	b-catenin transl cell count 5 µM	MT stabilizer	MT stabilizer Hoechst-high %	MT stabilizer cytotoxicity %	Dynein cargo inh	Dynein cargo inh cytoplasmic EGFP	Dynein cargo inh nuclear GR-EGFP	Dynein cargo inh cell count	T cell modulator	T cell modulator vesicle-bound %	Myeloid diff MLP	Myeloid diff MLP GFP+ MAC1+ %
CC(=O)N1CCN(Cc2nc3cc(NC(=O)Cn4nc(C)c5ccccc5c4=O)ccc3n2C)CC1	17.4	792	0.27	960	1.1%	1.2	/	/	1.1	1.1	7.2	0.0147	0.254	0.376	-0.0575	i	11.8	i	1.2
NS(=O)(=O)c1ccc(NNC(=O)c2sccc2Cl)cc1	-8.7	631	1.09	1044	/	/	-0.9	1375	/	/	/	1.77	1.48	1.7	-1.52	i	53.8	i	0.5
COc1cc(C)c(NC(=S)Nc2cccc(Cl)c2)cc1OC	-0.7	600	0.65	1464	20.6%	1.1	-4.7	1128	3.6	4.2	9.4	-0.576	-0.235	-0.0783	0.854	i	52.2	i	0.7
Brc1cccc(-c2nnc3n2CCC3)c1	/	/	-0.1	1453	-6.4%	1.1	-6.0	959	3.1	1.7	4.7	-0.813	-0.122	-0.394	0.334	i	23.2	i	1.4
O=C(/C=C/c1ccccc1[N+](=O)[O-])N1CCN(c2ccccc2F)CC1	4.6	663	0.77	1455	9.9%	1	-0.3	1460	2.4	2.2	9.6	0.209	0.0353	-0.244	0.814	i	52.6	i	0.1
CC1=CC(c2ccccc2)n2nnnc2N1 (stereo not drawn)	-11.3	727	0.8	950	/	/	0.2	1327	/	/	/	0.194	-0.23	0.482	0.901	i	36.8	i	0.5
CCn1c(=O)cc(SCC(=O)NCc2ccc(C)o2)c2ccccc21	12.2	781	0.21	920	-4.5%	1.2	/	/	35.2	20.4	21.5	-0.482	-0.151	-0.356	0.458	i	15.3	i	1.1
Cc1nonc1C(=O)N/N=C/c1cc2c(cc1Br)OCO2	-0.5	644	0.6	1491	15.6%	1	0.7	943	1.7	0.8	2.2	2.26	-0.0357	2.1	-1.6	i	57.2	i	0.2
CCOC(=O)c1csc(NC(=O)CCSc2ccccc2)n1	-15.2	720	-0.76	1178	-4.7%	1.1	-1.1	1096	1.2	1.9	2.2	0.0619	-0.0927	0.133	-0.176	i	20.1	i	1.0
Cc1cccc(-n2c(SCC(=O)NCc3ccco3)nnc2-c2ccco2)c1	/	/	/	/	/	/	/	/	3.8	1.7	9.4	-0.753	-0.211	-0.229	0.52	i	5.9	i	3.0
O=C(CN1CCc2ccccc21)NC(=O)NCc1ccco1	/	/	1.49	1656	-5.6%	1.1	0.3	1342	2.2	1.3	3.6	-0.78	-0.204	-0.394	0.816	i	30.8	i	0.8
CN(C)S(=O)(=O)c1ccc(Cl)c(NC(=O)COC(=O)CCSc2ccccc2)c1	-1.0	683	0.24	1568	10.1%	1.1	-3.3	1108	4.3	2.6	6.6	1.32	-0.00345	0.972	-1.11	i	38.3	i	0.5
CCC1=NN(C(=O)CCc2ccccc2)C(O)(C(F)(F)F)C1 (stereo not drawn)	/	/	2.49	1443	12.0%	1.1	-0.8	1345	1.5	1.7	8.7	-0.457	-0.196	-0.447	0.96	i	22.9	i	4.4
O=C(NCc1ccccc1)c1cncc(Br)c1	-2.3	679	?	/	5.1%	1	-0.4	501	2.6	3.9	1.0	-0.797	-0.271	-0.364	0.411	i	0.1	i	0.2
O=c1c2c(nc3c(-c4ccc(Cl)cc4)c[nH]n13)CCCC2	/	/	-0.42	1592	-3.5%	1.3	-2.7	1014	4.1	0.3	8.7	-1.16	-0.157	-0.279	0.984	i	55.2	i	2.0
COc1ccc([C@H]2[C@H](C(=O)OC(C)(C)C)N3N=Cc4ccccc4C3C23C(=O)c2ccccc2C3=O)cc1OC (stereo partly drawn)	-6.4	597	-0.2	1301	-11.7%	1	-2.0	972	2.7	2.7	8.7	0.66	-0.193	0.38	-0.415	i	10.5	i	0.6
COc1ccc(Cc2nnc3c4cnn(C)c4ncn23)cc1	13.8	746	/	/	3.9%	0.6	/	/	4.2	3.2	6.0	-1.22	-0.236	-0.567	0.782	i	21.8	i	6.8
COc1ccccc1-c1cc(C(=O)NCc2ccc(Cl)cc2)no1	/	/	/	/	16.8%	1.1	/	/	6.0	2.6	4.4	-0.169	-0.177	0.225	-0.587	i	14.6	i	0.6
CNc1nc(C(=O)O)nc(N2CCOCC2)n1	6.9	685	/	/	4.0%	1	4.1	528	5.0	2.5	3.7	0.32	-0.196	0.0219	-0.977	i	22.2	i	0.7
O=C(CN1C(=O)NC2(CCCc3ccccc32)C1=O)N1CCN(C(=O)c2ccco2)CC1 (stereo not drawn)	-3.0	801	/	/	1.4%	1	-5.6	1069	4.4	2.2	1.8	0.254	-0.184	0.439	-0.238	i	22.2	i	0.7
O=C(O)CSCC(=O)NCc1csc2ccc(Cl)cc12	2.3	679	0.49	962	/	/	0.2	1318	/	/	/	2.48	-0.219	1.77	-1.65	i	36.5	i	0.1
CC1(c2ccc3noc(-c4ccc(Cl)cc4)c3c2)OCCO1	/	/	0.19	1386	-19.9%	1	0.1	905	2.8	1.4	3.6	0.482	-0.138	0.0214	-0.484	i	47.4	i	0.0
CC(Nc1cc(N2CCN(C(=O)C(C)(C)C)CC2)ccc1[N+](=O)[O-])c1ccccc1 (stereo not drawn)	/	/	-1.05	1143	22.0%	1	-0.3	1402	1.3	1.5	3.7	-0.0522	-0.221	-0.279	0.671	i	55.1	i	0.6
O=C(Nc1cccc(F)c1)C1CCCN1S(=O)(=O)c1cccc2cccnc12 (stereo not drawn)	/	/	0.02	957	-5.6%	1	/	/	4.7	2.3	1.5	-0.0397	-0.132	0.131	0.183	i	41.0	i	2.3
O=C(NCCc1csc(-c2ccccc2)n1)c1ccccc1F	-2.4	683	4.15*	879*	/	/	-1.2	1419	/	/	/	-0.539	0.21	-0.283	1.12	i	54.1	i	0.1
O=C(OCN1C(=O)c2ccccc2C1=O)c1ccccc1	-7.6	703	0.86	1191	0.4%	1	-0.2	1103	4.0	2.8	5.5	-0.116	-0.266	-0.239	-0.144	i	16.9	i	3.6
COc1cc(C(=O)Nc2ccc(N(C)C)cc2)cc(OC)c1OC	/	/	-0.15	1204	5.0%	1	36.2	957	25.7*	22.7*	37.4*	-0.783	-0.294	-0.31	0.334	i	24.7	i	5.8
CCc1ccc(C(=O)Nc2ccc(S(=O)(=O)Nc3nc(C)cc(C)n3)cc2)o1	-7.9	754	/	/	2.5%	1.1	/	/	2.6	1.6	3.9	0.469	-0.259	0.136	0.378	i	35.0	i	0.4
Cc1cc(NC(=O)CCC(=O)N(CC(=O)NC2CCCC2)Cc2ccco2)no1	-12.0	776	-0.5	947	-0.1%	1	3.2	1164	3.8	2.0	5.0	-0.18	-0.483	0.0699	1.06	i	40.2	i	0.5
CN(CC(=O)N1CCc2ccccc2C1)S(=O)(=O)c1ccc2c(c1)c(=O)n(C)c(=O)n2C	-23.1	507	-0.3	1665	7.5%	1	-1.8	1139	3.4	2.4	1.4	-0.215	-0.221	0.154	0.5	i	42.0	i	2.1
COc1ccc(OC)c(N2C(=O)C(Cl)=C(N3CCOCC3)C2=O)c1	/	/	0.27	1294	12.2%	1.1	-2.2	1191	4.5	3.0	5.4	1.65	-0.273	0.516	0.152	i	42.8	i	1.7
O=C1CCCN1c1cc(Cl)ccc1Cl	0.6	646	1.11	1194	8.4%	1.1	-1.0	1077	2.8	3.0	24.1	-0.423	-0.187	-0.291	-0.0455	i	19.1	i	1.4
Cc1noc(C)c1C(=O)NCc1ccccc1F	-16.5	656	0	1568	-5.8%	1.1	-7.3	1154	3.1	2.5	6.4	-0.705	-0.279	0.259	0.05	i	29.2	i	1.1
CCN(CC)C(=O)c1ccc2c(c1)N(Cc1ccccc1)C(=O)CS2=O (stereo not drawn)	2.7	628	0.86	1960	15.7%	1	-0.4	1136	5.2	1.5	2.3	0.352	-0.0959	0.318	-0.374	i	23.5	i	1.3
O=C(Cc1ccc(Br)cc1)OCC(=O)c1ccc2c(c1)OCCO2	/	/	-0.01	1583	6.1%	1.1	-2.9	1408	2.7	1.5	1.6	-0.246	-0.233	-0.757	0.729	i	23.3	i	1.1
CCC(=O)Oc1ccc(C(=O)Nc2ccc3c(c2)C(=O)N(C2CCCCC2)C3=O)cc1	31.7	814	-0.53	917	-5.6%	1.2	/	/	2.2	1.2	8.8	0.621	-0.178	0.654	-0.847	i	28.3	i	0.3

Source: PubChem
